Screening data from PubChem.
INS-1E ATP HTS = rescue of cytokine-induced death in INS-1E beta cells. INS-1E cytokine-induced death, ATP luminescence, 48 h; normalised: neutral wells 0, positive control 100. protection from cytokine-induced ATP loss, % at 10 µM. hit rate 0.1% among 20,000. AID 488910;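 active = mean replicate protection from cytokine-induced ATP loss at least 50% and at least 75% of replicates each reaching 50%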
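assay system = INS-1E rat insulinoma cells | amount = 8000 cells per well | medium = phenol-red-free RPMI with 5% fetal bovine serum | doses = one compound concentration, pin transfer | timing = 48 h cytokine plus compound treatment, 10 min reagent incubation | also added = IL-1β, TNF-α and IFN-γ cytokine mix | signal = CellTiter-Glo luminescence measuring cellular ATP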
T cruzi HTS = blocks T. cruzi growth inside host cells. intracellular Trypanosoma cruzi in host cells, plate reader. activity score (inhibition), % at 5.01 µM. hit rate 4.9% among 22,000. AID 651903; in the data active = activity score above about 55%;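 also: parasites and compound incubated about four days before reading; 0% = median of neutral control wells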
* hit, by the source's call. Only part of the results is shown, so the mix of outcomes need not match the whole.

Sample of the layout (5 entries):
`C[C@H](CO)N1C[C@H](C)[C@@H](CN(C)C)Oc2c(NC(=O)Nc3ccccc3)cccc2C1=O` gave INS-1E ATP HTS 6 and T cruzi HTS 5.
C[C@@H]1CN([C@H](C)CO)C(=O)c2cc(NS(=O)(=O)c3ccc(Cl)cc3)ccc2O[C@H]1CN(C)S(=O)(=O)c1ccc(Cl)cc1 was read as INS-1E ATP HTS -5 and T cruzi HTS 8.
Screening Cc1noc(C)c1NC(=O)N(C)C[C@H]1Oc2ccc(N(C)C)cc2C(=O)N([C@@H](C)CO)C[C@H]1C returned T cruzi HTS 3.
Screening C[C@@H]1CN([C@H](C)CO)C(=O)Cc2cc(NS(=O)(=O)c3cn(C)cn3)ccc2O[C@@H]1CN(C)Cc1ccc(C(=O)O)cc1 returned INS-1E ATP HTS 7 and T cruzi HTS -13.
For Cc1noc(C)c1S(=O)(=O)Nc1ccc2c(c1)C(=O)N([C@H](C)CO)C[C@@H](C)[C@@H](CN(C)Cc1ccc(C(F)(F)F)cc1)O2 the results were INS-1E ATP HTS -8 and T cruzi HTS -1.

The list itself (from the top)
`C[C@H](CO)N1C[C@H](C)[C@@H](CN(C)C)Oc2c(NC(=O)Nc3ccccc3)cccc2C1=O` gave INS-1E ATP HTS 6 and T cruzi HTS 5.
C[C@@H]1CN([C@H](C)CO)C(=O)c2cc(NS(=O)(=O)c3ccc(Cl)cc3)ccc2O[C@H]1CN(C)S(=O)(=O)c1ccc(Cl)cc1 was read as INS-1E ATP HTS -5 and T cruzi HTS 8.
Screening Cc1noc(C)c1NC(=O)N(C)C[C@H]1Oc2ccc(N(C)C)cc2C(=O)N([C@@H](C)CO)C[C@H]1C returned T cruzi HTS 3.
Screening C[C@@H]1CN([C@H](C)CO)C(=O)Cc2cc(NS(=O)(=O)c3cn(C)cn3)ccc2O[C@@H]1CN(C)Cc1ccc(C(=O)O)cc1 returned INS-1E ATP HTS 7 and T cruzi HTS -13.
For Cc1noc(C)c1S(=O)(=O)Nc1ccc2c(c1)C(=O)N([C@H](C)CO)C[C@@H](C)[C@@H](CN(C)Cc1ccc(C(F)(F)F)cc1)O2 the results were INS-1E ATP HTS -8 and T cruzi HTS -1.
Screening C[C@@H]1CN([C@H](C)CO)C(=O)c2cc(NC(=O)Cc3ccccc3)ccc2O[C@@H]1CN(C)Cc1ccc(C(=O)Nc2ccccc2N)cc1 returned INS-1E ATP HTS 23 and T cruzi HTS 26.
`C[C@@H]1CN([C@H](C)CO)C(=O)c2cc(NC(=O)C3CC3)ccc2O[C@H]1CN(C)S(C)(=O)=O` gave INS-1E ATP HTS 6 and T cruzi HTS -4.
O=C(CCCCC(=O)N/N=C/c1ccccc1C(=O)O)NO was read as INS-1E ATP HTS 9 and T cruzi HTS -19.
For C[C@H]1CN([C@@H](C)CO)C(=O)Cc2cc(NC(=O)CCC(F)(F)F)ccc2O[C@@H]1CN(C)C the results were INS-1E ATP HTS 19 and T cruzi HTS -18.
`CC(C)=CCC[C@H](C)C/C=N/NC(=O)CCCCC(=O)NO` gave INS-1E ATP HTS 13 and T cruzi HTS 10.
Screening Cc1ccc(S(=O)(=O)N(C)C[C@@H]2Oc3ccc(NC(=O)c4ccncc4)cc3C(=O)N([C@@H](C)CO)C[C@H]2C)cc1 returned INS-1E ATP HTS -2 and T cruzi HTS -6.
C[C@H](CO)N1C[C@H](C)[C@H](CN(C)CC2CC2)Oc2ccc(NS(=O)(=O)c3cn(C)cn3)cc2CC1=O was read as INS-1E ATP HTS 5 and T cruzi HTS -10.
`C[C@@H]1CN([C@@H](C)CO)C(=O)CCCn2cc(nn2)CO[C@H]1CN(C)Cc1ccc(C(F)(F)F)cc1` gave T cruzi HTS -38.
C[C@H]1CN([C@@H](C)CO)C(=O)Cc2cc(NC(=O)c3ccncc3)ccc2O[C@H]1CN(C)Cc1ccc(C(=O)Nc2ccccc2N)cc1 was read as INS-1E ATP HTS 1 and T cruzi HTS 34.
Cc1ccc(S(=O)(=O)Nc2ccc3c(c2)CC(=O)N([C@@H](C)CO)C[C@H](C)[C@@H](CN(C)C(=O)Nc2ccc(F)cc2)O3)cc1 was read as INS-1E ATP HTS 1 and T cruzi HTS -4.
`C[C@@H]1CN([C@H](C)CO)C(=O)c2cccc(NC(=O)C3CCOCC3)c2O[C@@H]1CN(C)Cc1ccc(-c2ccccc2)cc1` gave INS-1E ATP HTS -7 and T cruzi HTS -9.
Screening C[C@@H]1CN([C@H](C)CO)C(=O)Cc2cc(NC(=O)Nc3cccc4ccccc34)ccc2O[C@@H]1CN(C)S(=O)(=O)c1cccs1 returned INS-1E ATP HTS -16 and T cruzi HTS 16.
For C[C@H]1CN([C@@H](C)CO)C(=O)Cc2cc(NC(=O)C3CCCCC3)ccc2O[C@@H]1CN(C)S(=O)(=O)c1ccccc1 the results were INS-1E ATP HTS 2 and T cruzi HTS 28.
C[C@H](CO)N1C[C@H](C)[C@@H](CN(C)S(=O)(=O)c2cn(C)cn2)Oc2ccc(NS(=O)(=O)c3cn(C)cn3)cc2C1=O was read as INS-1E ATP HTS -3 and T cruzi HTS -26.
`C[C@@H]1CN([C@@H](C)CO)C(=O)c2cc(NC(=O)Cc3ccccc3)ccc2O[C@H]1CN(C)Cc1ccncc1` gave INS-1E ATP HTS 1 and T cruzi HTS 11.
Screening Cc1noc(C)c1NC(=O)Nc1ccc2c(c1)CC(=O)N([C@H](C)CO)C[C@H](C)[C@H](CN(C)C(=O)Nc1cccc3ccccc13)O2 returned INS-1E ATP HTS -5 and T cruzi HTS -29.
C[C@@H]1CN([C@H](C)CO)C(=O)c2cc(NC(=O)CCN3CCOCC3)ccc2O[C@@H]1CN(C)S(=O)(=O)c1ccc(Cl)cc1 was read as INS-1E ATP HTS -7 and T cruzi HTS 0.
`C[C@@H]1CCCCO[C@H](CN(C)S(=O)(=O)c2ccc(Cl)cc2)[C@@H](C)CN([C@H](C)CO)C(=O)c2cc(NC(=O)C3CCCCC3)ccc2O1` gave INS-1E ATP HTS -2 and T cruzi HTS 46.
For C[C@@H]1CN([C@@H](C)CO)C(=O)c2cc(NC(=O)Nc3ccc4c(c3)OCO4)ccc2O[C@@H]1CN(C)C(=O)Nc1ccccc1 the results were INS-1E ATP HTS 2 and T cruzi HTS 5.
For C[C@H]1CN([C@@H](C)CO)C(=O)c2cc(NC(=O)Nc3ccc4c(c3)OCO4)ccc2O[C@H]1CN(C)S(=O)(=O)c1cccs1 the results were T cruzi HTS -2.
For C[C@@H]1CN([C@@H](C)CO)C(=O)c2cccc(NC(=O)Nc3ccc4c(c3)OCO4)c2O[C@H]1CN(C)C(=O)Nc1ccc(F)cc1 the results were INS-1E ATP HTS 0 and T cruzi HTS 9.
Screening Cc1ccccc1S(=O)(=O)N(C)C[C@H]1OCc2cnnn2CCCC(=O)N([C@@H](C)CO)C[C@H]1C returned T cruzi HTS 2.
For C[C@H](CO)N1C[C@H](C)[C@@H](CN(C)C)Oc2ccc(NC(=O)c3ccncc3)cc2C1=O the results were INS-1E ATP HTS 3 and T cruzi HTS -16.
`COc1ccc(NC(=O)Nc2ccc3c(c2)C(=O)N([C@@H](C)CO)C[C@H](C)[C@@H](CN(C)S(=O)(=O)c2cn(C)cn2)O3)cc1` gave INS-1E ATP HTS 5 and T cruzi HTS -17.
`C[C@H]1CN([C@@H](C)CO)C(=O)c2cccc(NS(=O)(=O)c3cccs3)c2O[C@H]1CN(C)S(C)(=O)=O` gave INS-1E ATP HTS 3 and T cruzi HTS -15.
Screening C[C@H]1CN([C@@H](C)CO)C(=O)c2cccc(NC(=O)CCCCCC(=O)Nc3ccccc3N)c2O[C@H]1CN(C)S(=O)(=O)c1ccc(F)cc1 returned INS-1E ATP HTS -2 and T cruzi HTS 41.
C[C@@H]1CN([C@H](C)CO)C(=O)c2cc(NC(=O)Nc3ccccc3)ccc2O[C@H]1CN(C)S(=O)(=O)c1cn(C)cn1 was read as INS-1E ATP HTS -1 and T cruzi HTS -15.
`C[C@H]1CN([C@@H](C)CO)C(=O)Cc2cc(NC(=O)Nc3ccc4c(c3)OCO4)ccc2O[C@H]1CN(C)C(=O)NC1CCCCC1` gave INS-1E ATP HTS 3 and T cruzi HTS -15.
`C[C@@H]1CN([C@H](C)CO)C(=O)c2cc(NS(C)(=O)=O)ccc2O[C@H]1CN(C)C(=O)NC1CCCCC1` gave INS-1E ATP HTS -13 and T cruzi HTS -22.
C[C@@H]1CN([C@H](C)CO)C(=O)c2cccc(NS(=O)(=O)c3ccc(F)cc3)c2O[C@H]1CN(C)Cc1ccc(Cl)c(Cl)c1 was read as INS-1E ATP HTS 13 and T cruzi HTS 17.
`Cc1noc(C)c1S(=O)(=O)N(C)C[C@H]1Oc2c(NC(=O)c3ccc(-c4nccs4)cc3)cccc2C(=O)N([C@H](C)CO)C[C@@H]1C` gave INS-1E ATP HTS 5 and T cruzi HTS -6.
Screening C[C@@H]1CCCCO[C@H](CN(C)Cc2ccncc2)[C@@H](C)CN([C@H](C)CO)C(=O)c2cc(NS(=O)(=O)c3cccs3)ccc2O1 returned INS-1E ATP HTS 3 and T cruzi HTS -24.
COc1ccc(CN(C)C[C@H]2Oc3ccc(NC(=O)CCCN(C)C)cc3C(=O)N([C@H](C)CO)C[C@H]2C)cc1 was read as INS-1E ATP HTS 4 and T cruzi HTS -12.
For C[C@@H]1CN([C@H](C)CO)C(=O)c2cc(NS(=O)(=O)c3cn(C)cn3)ccc2O[C@H]1CN(C)Cc1ccc2c(c1)OCO2 the results were INS-1E ATP HTS 8 and T cruzi HTS -1.
C[C@@H]1CN([C@@H](C)CO)C(=O)Cc2cc(NS(=O)(=O)c3ccccc3)ccc2O[C@@H]1CN(C)C(=O)Nc1ccc2c(c1)OCO2 was read as INS-1E ATP HTS 4 and T cruzi HTS -24.
For O=C(CCCCCCC(=O)Nc1ccccc1O)N/N=C/c1cc(Br)cc([N+](=O)[O-])c1O the results were INS-1E ATP HTS -13 and T cruzi HTS 7.
Screening COc1ccc(NC(=O)Nc2ccc3c(c2)C(=O)N([C@@H](C)CO)C[C@@H](C)[C@H](CN(C)C(=O)Nc2ccc4c(c2)OCO4)O3)cc1 returned INS-1E ATP HTS 3 and T cruzi HTS -2.
C[C@@H]1CN([C@@H](C)CO)C(=O)c2cc(NC(=O)Cc3ccccc3)ccc2O[C@H]1CN(C)Cc1ccc(Cl)c(Cl)c1 was read as INS-1E ATP HTS -15 and T cruzi HTS 11.
`COc1ccc(S(=O)(=O)Nc2ccc3c(c2)C(=O)N([C@H](C)CO)C[C@@H](C)[C@H](CN(C)C(=O)Nc2c(C)noc2C)O3)cc1` gave INS-1E ATP HTS 4 and T cruzi HTS 8.
Screening C[C@@H]1CCCCO[C@@H](CN(C)Cc2ccc(C(F)(F)F)cc2)[C@@H](C)CN([C@H](C)CO)C(=O)c2cc(NS(=O)(=O)c3ccc(Cl)cc3)ccc2O1 returned INS-1E ATP HTS -24 and T cruzi HTS 63*.
COc1ccc(S(=O)(=O)Nc2ccc3c(c2)C(=O)N([C@H](C)CO)C[C@@H](C)[C@@H](CN(C)S(=O)(=O)c2ccc(Cl)cc2)O3)cc1 was read as INS-1E ATP HTS -1 and T cruzi HTS 5.
CC(C)NC(=O)N(C)C[C@@H]1OCc2cnnn2CCCC(=O)N([C@@H](C)CO)C[C@H]1C was read as T cruzi HTS -28.
Screening COc1ccc(S(=O)(=O)Nc2cccc3c2O[C@@H](CN(C)C(=O)Nc2ccccc2)[C@@H](C)CN([C@H](C)CO)C3=O)cc1 returned INS-1E ATP HTS 7 and T cruzi HTS 25.
Screening Cc1noc(C)c1S(=O)(=O)N(C)C[C@H]1Oc2ccc(NC(=O)NC(C)C)cc2CC(=O)N([C@@H](C)CO)C[C@H]1C returned INS-1E ATP HTS 2 and T cruzi HTS 8.
For C[C@H](CO)N1C[C@H](C)[C@@H](CN(C)C)Oc2c(NC(=O)Nc3ccc(F)cc3)cccc2C1=O the results were INS-1E ATP HTS 3 and T cruzi HTS -9.
C[C@H]1CN([C@@H](C)CO)C(=O)Cc2cc(NC(=O)c3ccncc3)ccc2O[C@@H]1CN(C)Cc1ccc(C(F)(F)F)cc1 was read as INS-1E ATP HTS 17 and T cruzi HTS 46.
Screening O=C(N/N=C\c1cc(Br)ccc1O)c1ccccc1O returned INS-1E ATP HTS -129 and T cruzi HTS 47.
Screening C[C@@H]1CN([C@@H](C)CO)C(=O)c2cccc(NC(=O)C3CCOCC3)c2O[C@@H]1CN(C)Cc1ccc(C(=O)O)cc1 returned INS-1E ATP HTS 7 and T cruzi HTS -11.
C[C@H](CO)N1C[C@H](C)[C@@H](CN(C)S(=O)(=O)c2cccs2)Oc2c(NC(=O)c3ccc(-c4nccs4)cc3)cccc2C1=O was read as INS-1E ATP HTS 1 and T cruzi HTS 31.
`Cc1noc(C)c1S(=O)(=O)Nc1cccc2c1O[C@@H](CN(C)C(=O)NC1CCCCC1)[C@@H](C)CN([C@@H](C)CO)C2=O` gave INS-1E ATP HTS 5 and T cruzi HTS -33.
For C[C@@H]1CN([C@H](C)CO)C(=O)c2cc(NC(=O)Nc3ccc(F)cc3)ccc2O[C@@H]1CN(C)S(=O)(=O)c1ccc(Cl)cc1 the results were INS-1E ATP HTS 6 and T cruzi HTS 11.
Screening C[C@H](CO)N1C[C@H](C)[C@H](CN(C)S(=O)(=O)c2ccc(F)cc2)Oc2ccc(NC(=O)CCCCCC(=O)Nc3ccccc3N)cc2C1=O returned INS-1E ATP HTS 1 and T cruzi HTS -18.
For C[C@H](CO)N1C[C@H](C)[C@H](CN(C)C(=O)Nc2ccc(C(F)(F)F)cc2)Oc2ccc(NC(=O)NC3CCCCC3)cc2C1=O the results were INS-1E ATP HTS -17 and T cruzi HTS 18.
`C[C@@H]1CN([C@H](C)CO)C(=O)c2cccc(N(C)C)c2O[C@H]1CN(C)S(=O)(=O)c1ccccc1` gave INS-1E ATP HTS 8 and T cruzi HTS -4.
For CNC[C@H]1OCc2cnnn2CCCC(=O)N([C@H](C)CO)C[C@@H]1C the results were T cruzi HTS -12.
